From PubChem
BLM inh – inhibitors of human Bloom syndrome helicase BLM; P54132; recombinant BLM DNA unwinding, fluorescence dequenching; 350,000 compounds, 0.2% hits; Potency, µM (doses to about 56.1 µM), without a hit: at the highest dose activity change, negative = inhibition, actives largely listed as inhibitors; AID 2528;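 further: potency means the concentration at half of the fitted maximal effect; plate controls were vehicle for no effect and no enzyme for full effect; nearly all actives have a fitted effect of over 35% in size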
12-LOX inh – ALOX12 (human) lipoxygenase inhibition | Potency, µM (titrated, usually from 108 µM), for the others: top-dose activity change, negative = inhibition, actives largely listed as inhibitors | AID 1671190 | purified 12hLO, xylenol orange hydroperoxide absorbance | 580,000 compounds, 1.1% hits; further: potency means the concentration at half of the fitted maximal effect; on the % scale 0 is the no-effect control and ±100 the full control effect
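Purified human 12hLO (150 nM final) in 25 mM Hepes, 0.01% Triton X-100, pH 7.0 was preincubated 15 min at room temperature with compound. Then 40 uM arachidonic acid was added, 30 min. Hydroperoxide was read by Fe-XO absorbance ratio 573/405 nm.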
ERG Ets-DNA blk – blocks human ERG Ets domain binding to DNA; P11308; fluorescence polarization, His-ERG Ets domain / labelled DNA; Potency, µM (titrated, usually from 76.9 µM), for the others: top-dose FP activity, negative = inhibition, usual class: inhibitors; 370,000 compounds, 0.028% hits; AID 624246; active means well fitted inhibition curve with a large enough effect in the polarisation, with a control signal flat; inconclusive means small, poorly fitted or top-dose-only effect, or effect the other way, or a change in a side signal; inactive means no such curve, though single readings can be large or run the other way; the % refers to the polarisation;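 further: polarization taken with two DNA probes labelled with fluorescein and Texas red; potency means the concentration at half of the fitted maximal effect; % of control where 0% means no effect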
Target sequence (P11308 whole entry, looked up, the tested form may be a part): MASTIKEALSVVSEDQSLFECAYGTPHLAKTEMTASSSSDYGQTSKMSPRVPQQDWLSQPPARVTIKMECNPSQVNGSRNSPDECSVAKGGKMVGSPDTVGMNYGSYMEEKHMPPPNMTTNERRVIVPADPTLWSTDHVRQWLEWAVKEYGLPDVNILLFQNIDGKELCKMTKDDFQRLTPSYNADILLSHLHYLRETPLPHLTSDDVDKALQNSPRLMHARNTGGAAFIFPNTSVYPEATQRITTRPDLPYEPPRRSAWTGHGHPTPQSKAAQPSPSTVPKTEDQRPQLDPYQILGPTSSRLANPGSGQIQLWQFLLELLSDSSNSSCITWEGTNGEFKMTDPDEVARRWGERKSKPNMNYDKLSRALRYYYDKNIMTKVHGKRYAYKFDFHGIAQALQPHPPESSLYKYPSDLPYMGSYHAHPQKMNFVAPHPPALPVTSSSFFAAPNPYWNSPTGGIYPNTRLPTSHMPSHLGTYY
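His-tagged ERG Ets domain (1 uM in the protein solution; 300mM KCl, 50mM Tris-HCl, 1mM EDTA, 1mM DTT, pH 7.5) received compound, then a probe mix of 5 nM fluorescein-DNA and 100nM Texas-615-DNA. Fluorescence polarization was read for both dyes.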
TRHR agonist – agonists of human TRH receptor. TRHR cells, calcium flux fluo-8, FDSS agonist mode. activation, % at 2 µM. 360,000 compounds, 0.18% hits. AID 493084; in the data active means activation above about 30%; further: 0% is about no effect
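In this calcium-flux screen, cells bearing human TRHR are dye-loaded with fluo-8, baselined for 10 cycles, then exposed to library compounds; positive kinetic calcium responses during the agonist phase mark hits, with TRH as control.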
APE1 inh – blocks human APE1 abasic DNA cleavage | P27695 | recombinant APE1, TAMRA/BHQ-2 abasic DNA cleavage fluorescence | Potency, µM (doses to about 65.8 µM), without a hit: top-dose activity change, negative = inhibition, usual class: inhibitors | 350,000 compounds, 0.35% hits | AID 2517;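 further: potency means the concentration at half of the fitted maximal effect; plate controls were vehicle for no effect and reference inhibitor for full effect; nearly all actives have a fitted effect of over 55% in size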
Target sequence (P27695 whole entry, looked up): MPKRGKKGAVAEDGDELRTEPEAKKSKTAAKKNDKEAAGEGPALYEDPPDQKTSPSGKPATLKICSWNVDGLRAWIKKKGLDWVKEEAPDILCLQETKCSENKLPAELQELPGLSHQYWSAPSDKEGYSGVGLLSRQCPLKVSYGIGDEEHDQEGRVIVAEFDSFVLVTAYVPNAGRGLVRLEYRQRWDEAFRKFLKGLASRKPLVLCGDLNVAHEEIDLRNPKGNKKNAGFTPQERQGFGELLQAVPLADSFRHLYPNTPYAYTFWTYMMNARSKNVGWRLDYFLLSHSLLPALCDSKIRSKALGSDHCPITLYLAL
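Quantitative HTS: incision of a TAMRA/BHQ-2 double-stranded substrate bearing a tetrahydrofuran abasic site by 0.75 nM APE1 raises fluorescence. Substrate 50 nM final, added after 15 min compound preincubation at room temperature; progress as third-minus-first kinetic read difference.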
Anesthetic bind – candidate novel general anesthetic via apoferritin binding; P02791; apoferritin/1-aminoanthracene competitive binding, fluorescence; Potency, µM (doses to about 77.5 µM), without a hit: at the highest dose activity change, negative = displacement, usual class: inhibitors; 350,000 compounds, 0.074% hits; AID 485281; further: potency means the concentration at half of the fitted maximal effect; on the % scale 0 is the no-effect control and ±100 the full control effect; nearly all actives have a fitted effect of over 20% in size
Target sequence (P02791 2-175 limits assumed): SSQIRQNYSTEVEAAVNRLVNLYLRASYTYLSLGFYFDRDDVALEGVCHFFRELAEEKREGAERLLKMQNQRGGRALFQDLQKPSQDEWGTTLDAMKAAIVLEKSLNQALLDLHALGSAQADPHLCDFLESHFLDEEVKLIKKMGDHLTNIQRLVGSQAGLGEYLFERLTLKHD
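In PBS, apoferritin at 10 uM is loaded with 1-AMA from a 50% saturated solution. After 10 min of compound exposure at ambient temperature, reduced 535 nm fluorescence indicates probe displacement.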
Pol iota inh – DNA polymerase iota (human) inhibition | 390,000 compounds, 1% hits | Potency, µM (highest dose often 115 µM), without a hit: at the top dose activity, negative = inhibition, most hits filed as inhibitors | Q9UNA4 | Pol iota fluorescent replication assay, 10 min | AID 588590; further: potency means the concentration at half of the fitted maximal effect
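Pol iota at 10 nM preincubated 15 min with compounds at room temperature; reaction started with fluorescent substrate, 50 nM final. Fluorescence read kinetically at 0 and 10 min; buffer-only wells as negative control.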
POLK inh – blocks human DNA polymerase kappa activity. Potency, µM (doses to about 107 µM), for inactives: at the highest dose activity, negative = inhibition, hits mostly inhibitors. purified Pol kappa, fluorescent DNA synthesis assay, 10 min. Q9UBT6. AID 588579. 400,000 compounds, 0.53% hits; further: potency means the concentration at half of the fitted maximal effect; on the % scale 0 is the no-effect control and ±100 the full control effect
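Enzyme at 10 nM met test compounds for 15 min at room temperature. Substrate addition (50 nM final) began the reaction, which was monitored by fluorescence at 0 and 10 min.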
POLB inh – inhibitors of human DNA polymerase beta | Potency, µM (titrated, usually from 114 µM), inactives show at the top dose activity change, negative = inhibition, most hits filed as inhibitors | Pol beta primer extension/strand displacement, fluorescence kinetic | 340,000 compounds, 1.3% hits | P06746; further: potency means the concentration at half of the fitted maximal effect; on the % scale 0 is the no-effect control and ±100 the full control effect
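Curves were derived by four-parameter Hill fits of normalized qHTS data. The kinetic fluorescent primer-extension read was taken at 0 and 10 min after 50 nM substrate, following a 15 min room-temperature preincubation of 10 nM enzyme with compounds.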
An asterisk follows results filed as active; ? = inconclusive; . = not tested or not shown; & = joins results of further samples; [ ] = remark or other dose. Unless noted, the call rests on the fitted dose curve; in most records, active means well fitted curve in the direction sought with a large enough effect; inconclusive means small, poorly fitted or top-dose-only effect, or another doubt; inactive means no such curve, though single readings can be large; an effect the other way counts as inactive or inconclusive. Only part of the results is shown; count on the stated rates, not on these rows.

mol,TRHR agonist,BLM inh,12-LOX inh,POLK inh,POLB inh,Pol iota inh,ERG Ets-DNA blk,APE1 inh,Anesthetic bind
CC(C)(C)NC(=O)C(c1cccs1)N(Cc1cccs1)C(=O)c1csnn1 (centres undefined),-0.7,-3%,-1%,-2%,3%,26%,17%,19%,-11%
Cn1c(=O)[nH]c(=O)c2c1nc(NCCc1ccccc1)n2CC(O)COc1ccccc1 (centres undefined),-1.5,-1%,4%,-1%,3%,-10%,5%,1%,-10%
CCC(C(=O)NC1CCCC1)n1c2ccccc2c2nc(=O)cc(C)n21 (centres undefined),.,.,5%,7%,.,37%[activator],9%,.,.
CC(CN1C(C)CCCC1C)OC(=O)c1ccccc1Br (centres undefined),0.6,-2%,5%,-3%,14%,-9%,-5%,-10%,-7%
COc1ccc(CC(=O)NC2CC(C)(C)NC(C)(C)C2)cc1OC,-1.8,-6%,-9%,-6%,-8%,-13%,2%,20%,-3%
CCOC(=O)c1c(C2CC2)csc1NC(=O)CSCc1c(C)noc1C,-0.6,-9%,65%[activator],-4%,10%,-3%,10%,-7%,-8%
COc1ccc([N+](=O)[O-])cc1NC(=O)C(C)N(C)Cc1ccc(Br)cc1 (centres undefined),1.2,-6%,10%,8%,45%,36%[activator],-6%,?,-11%
COc1ccc2c(c1)[nH]c1c(=O)n(CC3CCCO3)cnc12 (centres undefined),-1.2,0%,0%,-13%,-15%,18%,9%,1%,-11%
Cc1cccc(N2CCN(C(=O)CSc3nnnn3C3CC3)CC2)c1C,0.2,.,-9%,-14%,.,39%[activator],-7%,43%[activator],.
CCOc1cccc(/C=N/N=C/c2cccc(OCC)c2O)c1O,0.2,0%,-4%,11%,40%,27%,11%,-1%,-3%
Cc1nc(-c2ccc(S(=O)(=O)N3CCN(CCc4ccccc4)CC3)s2)cs1,0.4,-3%,0%,-23%,31%,39%[activator],0%,16%,3%
CCC(C)C(NC(=O)C1CCC(C)CC1)C(=O)Nc1ccc(OC)cc1 (centres undefined),-0.7,-1%,7%,1%,7%,152%[activator],11%,-6%[12.4 µM],-7%
O=C(CCc1nc(-c2cccs2)no1)Nc1cnc2ccccc2c1,1.0,-11%,6%,-12%,?,19%,3%,2%,-16%
CC(=O)Nc1ccc(S(=O)(=O)NC2(C(F)(F)F)NC(=O)N(CCc3ccc(F)cc3)C2=O)cc1 (centres undefined),-1.9,1%,1%,8%,-1%,5%,4%,.,16%
CCOc1ccc(NS(=O)(=O)c2cc(C(=O)N3CCC3)ccc2Cl)cc1,0.9,.,16%,-8%,.,15%,4%,16%,.
O=C1[C@H]2[C@@H](c3ccc(F)cc3)N3C(=O)N(c4ccc(Br)cc4)C(=O)[C@@]3(Cc3ccccc3)[C@H]2C(=O)N1C1CCCCC1,0.8,-12%,-19%,3%,5%,-6%,-3%,-12%,-8%
C[N+](C)(C)CCC(=O)c1cccc2ccccc12,.,.,?,6%[19.4 µM],?,-10%[58.9 µM],.,-8%&-2%,?
O=C1c2ccccc2-c2n[nH]c(=O)c3ccc(N4CCCCC4)c1c23,-1.6,-9%,7%,-2%,?,47%[activator],10%,?,?
N#C/C(=C/c1ccncc1)c1nc2ccccc2c(=O)[nH]1,3.6,-16%,3%,-40%,0%,?,8%,-2%,-8%
COc1ccc(F)c(CN2CCC(CO)(Cc3cccc(C(F)(F)F)c3)CC2)c1,2.2,-9%,-3%,-21%,6%,19%,-12%,-3%,-18%

Next part
mol,TRHR agonist,BLM inh,12-LOX inh,POLK inh,POLB inh,Pol iota inh,ERG Ets-DNA blk,APE1 inh,Anesthetic bind
CCn1c(SCC(=O)N/N=C/c2c[nH]c3ccccc23)nnc1-c1ccc(Cl)cc1,-0.1,3%,3%,-4%,12%,-6%,-4%,4%,-5%
COc1ccc(N2CC(C(=O)Nc3cccc(C)n3)CC2=O)cc1 (centres undefined),-2.6,7%,3%,12%,10%,33%[activator],-9%,12%,-6%
CCOC(=O)C1CCN(C(=O)c2cn(-c3ccccc3)nc2-c2cccnc2)CC1,-0.1,-1%,.,.,3%,.,.,1%,-10%
Cc1cc(Cl)ccc1OCCCC(=O)NO,-1.3,-11%,?,0%&4%,-5%,-7%&-24%,8%,5%,-2%
CCC(Sc1nc(C)cc(C)n1)C(=O)Nc1nccs1 (centres undefined),2.8,-15%,302%[activator],-5%,1%,79%[activator],2%,-11%,-7%
COc1ccc(NC(=O)CN2C(=O)NC(C)(c3ccc4c(c3)OCCO4)C2=O)cc1S(N)(=O)=O (centres undefined),.,.,0%,0%,.,3%,-4%,10%,.
CN1CCc2nc3sc(C(=O)Nc4cccc(C#N)c4)c(N)c3cc2C1,-3.7,-6%,?,0%,-17%,?,0%,.,2%
Cc1cc(Br)c(S(=O)(=O)NCc2ccncc2)cc1C,0.1,-4%,3%,-11%,-1%,-11%,-12%,12%,-8%
Cc1noc(C)c1COc1ccccc1C(=O)NC(C)c1ccc(Cl)cc1 (centres undefined),0.2,.,6%,2%,.,-16%,-8%,5%,.
CCOc1ccc(CN(C)CC(=O)Nc2cccc(C)c2)cc1OC,-0.3,2%,-5%,-2%,-1%,138%[activator],-1%,-4%,-4%
Cc1cc(NS(=O)(=O)c2ccc(NC(=O)C(C)Oc3ccc(Cl)cc3)cc2)no1 (centres undefined),-0.5,8%,-21%,-3%,9%,23%,9%,0%,-4%
Cc1ccc(NC(=O)Cn2c(=O)oc3ccccc32)c(C)c1,0.6,-5%,11%,-12%,16%,161%[activator],-6%,2%,-4%
Fc1ccccc1/C=N/Nc1ccc(Cl)nn1,0.8,-2%,-11%,-11%,9%,21%,-3%,-1%,-3%
CC(C)Cc1nnc(NC(=O)C2CCN(C(=O)c3ccc(Cl)cc3)CC2)s1,0.3,.,-8%,-17%,.,49%[activator],4%,23%,.
Cc1ccccc1SCC(=O)N1CCN(c2ccc(C(F)(F)F)cn2)CC1,0.7,2%,?,-19%,?,50%[activator],6%,-2%,4%
C/C(=N\NC(=O)c1cc2ccccc2cc1O)c1ccccn1,1.3,0%,1%,-1%,21%,-23%,19%,-9%,-13%
COc1cc2cc[n+]3cc4c(OC)c(OC)ccc4cc3c2cc1OC,.,136%[activator],.,-10%[60.1 µM],.,.,.,14%,-2%
Cc1ccc(Cl)cc1NC(=O)c1oc2ccc(S(=O)(=O)N(C)C3CCCCC3)cc2c1C,0.3,-2%,-10%,-10%[60.1 µM],12%,3%,?,.,7%
CN(C)c1nc(Oc2ccc(=O)[nH]n2)nc(N2CCCCC2)n1,0.0,2%,0%,-6%,-1%,-1%,3%,5%,-11%
Cc1ccc(S(=O)(=O)N(Cc2cc3ccccc3[nH]c2=O)CC2CCCO2)cc1 (centres undefined),-0.1,-7%,-7%,-3%,-1%,29%,12%,25%,-6%

Laid out differently: entries from further up.
O=C1[C@H]2[C@@H](c3ccc(F)cc3)N3C(=O)N(c4ccc(Br)cc4)C(=O)[C@@]3(Cc3ccccc3)[C@H]2C(=O)N1C1CCCCC1
  TRHR agonist: 0.8
  BLM inh: -12%
  12-LOX inh: -19%
  POLK inh: 3%
  POLB inh: 5%
  Pol iota inh: -6%
  ERG Ets-DNA blk: -3%
  APE1 inh: -12%
  Anesthetic bind: -8%
Cc1cc(Cl)ccc1OCCCC(=O)NO
  TRHR agonist: -1.3
  BLM inh: -11%
  12-LOX inh: ?
  POLK inh: 0%&4%
  POLB inh: -5%
  Pol iota inh: -7%&-24%
  ERG Ets-DNA blk: 8%
  APE1 inh: 5%
  Anesthetic bind: -2%
O=C1c2ccccc2-c2n[nH]c(=O)c3ccc(N4CCCCC4)c1c23
  TRHR agonist: -1.6
  BLM inh: -9%
  12-LOX inh: 7%
  POLK inh: -2%
  POLB inh: ?
  Pol iota inh: 47%[activator]
  ERG Ets-DNA blk: 10%
  APE1 inh: ?
  Anesthetic bind: ?

Going on with the list.
mol,TRHR agonist,BLM inh,12-LOX inh,POLK inh,POLB inh,Pol iota inh,ERG Ets-DNA blk,APE1 inh,Anesthetic bind
Cc1c(N2C(=O)c3ccc(Br)cc3C2=O)c(=O)n(-c2ccccc2)n1C,-0.3,-3%,32%[activator],-4%,?,21%,-1%,-9%,-11%
O=C(c1ccc(Cl)cc1)c1ccc(Oc2cc(NN3CCCCC3)c([N+](=O)[O-])cc2[N+](=O)[O-])cc1,-0.2,0%,18%,13%,15%,-1%,-3%,54%,?
Cc1ccc(C)c(OCC(=O)O/N=C(\N)c2cccc([N+](=O)[O-])c2)c1,0.0,-8%,?,-5%,-6%,36%[activator],4%,-8%,2%
CSc1ncc(Sc2ccccc2)c(C(=O)O)n1,.,.,?,-1%,.,100%[activator],-6%,.,.
COC(=O)CC(NC(=O)c1ccc(C)cc1)c1ccccc1 (centres undefined),1.4,-1%,2%,-7%,14%,32%[activator],.,-1%,-1%
COc1ccc(NC(=O)N(C)C[C@H]2Oc3ccc(NC(=O)C4CC4)cc3C(=O)N([C@H](C)CO)C[C@@H]2C)cc1,.,.,3%,-15%,.,-13%,-4%,7%,.
COC(=O)c1ccccc1NC(=O)c1ccc2c(c1)CC(C)O2 (centres undefined),-0.4,-7%,-6%,-1%,-12%,141%[activator],-8%,-5%,-6%
Cn1cc([N+](=O)[O-])c(C(=O)Nc2nccs2)n1,1.9,0%,-23%,-16%,20%,-2%,-3%,1%,0%
Cc1c(CC(=O)O)c(=O)oc2c(C)c(OCc3c(F)cccc3Cl)ccc12,0.9,0%,-5%,2%,33%,8%,8%,-1%,-3%
CCCCOc1ccc(C(=O)OCC(=O)N2CCOCC2)cc1,0.7,-5%,9%,-4%,?,-29%,4%,29%,-2%
CCOC(=O)c1cccc(NC(=O)CCn2nc(C)c3c(C)n(-c4ccccc4)nc3c2=O)c1,-0.5,-2%,-15%,8%,21%,2%,11%,.,-4%
COC(=O)N/N=C/c1cn(Cc2ccc(F)cc2)c2ccccc12,-0.6,-2%,7%,-21%,-1%,4%,7%,2%,-21%
